Source: PubChem BioAssay
CXCR6 block = CXCR6 receptor inhibitors, primary screen, cell-based, beta-arrestin, luminescence, CHO-K1 PathHunter, 1536-well | C-X-C chemokine receptor type 6 (Homo sapiens), O00574 | inhibition, % at 20 µM | hit rate 0.36% among 360,000; in the data active = inhibition above about 34%, passing the limit was not always enough;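 also: antagonist mode with CXCL16 agonist at 10 nM final; 0% = 10 nM CXCL16 with DMSO and 100% = unstimulated wells without agonist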
Mdm2 MdmX PPI = inhibitors of human Mdm2-MdmX association, primary screen, cell-based, luminescence, split luciferase, SaOS-2, uHTS | Protein Mdm4 (Homo sapiens) + E3 ubiquitin-protein ligase Mdm2 (Homo sapiens), … | SaOS-2 split-luciferase Mdm2/MdmX complementation | inhibition, % at 8 µM | hit rate 3% among 330,000;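 active = inhibition of at least 50% at 8 µM in the primary screen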
Target sequence (O15151 whole entry, looked up): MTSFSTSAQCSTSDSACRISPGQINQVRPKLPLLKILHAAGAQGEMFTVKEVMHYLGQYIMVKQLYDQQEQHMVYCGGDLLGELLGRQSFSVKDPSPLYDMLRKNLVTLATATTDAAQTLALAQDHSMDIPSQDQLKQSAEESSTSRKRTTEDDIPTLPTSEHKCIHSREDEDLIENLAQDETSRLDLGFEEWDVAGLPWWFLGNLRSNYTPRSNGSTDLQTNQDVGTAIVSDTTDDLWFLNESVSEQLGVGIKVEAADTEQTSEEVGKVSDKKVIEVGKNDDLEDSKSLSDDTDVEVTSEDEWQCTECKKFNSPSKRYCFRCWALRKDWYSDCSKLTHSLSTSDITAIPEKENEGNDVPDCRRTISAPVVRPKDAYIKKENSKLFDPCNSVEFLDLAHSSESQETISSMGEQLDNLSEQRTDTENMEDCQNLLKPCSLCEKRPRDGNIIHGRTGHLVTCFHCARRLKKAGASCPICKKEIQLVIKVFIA
Target sequence (Q00987 whole entry, looked up): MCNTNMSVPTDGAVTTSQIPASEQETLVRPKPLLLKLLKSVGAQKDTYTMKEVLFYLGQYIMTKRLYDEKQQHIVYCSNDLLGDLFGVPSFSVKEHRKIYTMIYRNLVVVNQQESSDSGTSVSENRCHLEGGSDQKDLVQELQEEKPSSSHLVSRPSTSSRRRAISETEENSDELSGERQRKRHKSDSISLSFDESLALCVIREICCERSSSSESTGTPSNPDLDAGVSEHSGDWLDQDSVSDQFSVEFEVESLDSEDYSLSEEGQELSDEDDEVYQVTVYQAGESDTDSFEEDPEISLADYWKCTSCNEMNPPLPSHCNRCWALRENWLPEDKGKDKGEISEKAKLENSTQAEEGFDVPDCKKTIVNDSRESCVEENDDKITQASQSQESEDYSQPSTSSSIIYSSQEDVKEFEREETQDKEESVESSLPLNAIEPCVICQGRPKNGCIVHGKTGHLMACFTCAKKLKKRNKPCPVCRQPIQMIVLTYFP
TIM10 inh = growth inhibitors of isogenic TIM10 control yeast, primary screen, counter-screen for tim10-1 yeast inhibitor project, luminescence, uHTS; S. cerevisiae TIM10 strain growth, BacTiter-Glo luminescence, 24 h; inhibition, % at 10 µM; hit rate 1.4% among 330,000;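 active = inhibition of 40% or more at the single tested concentration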;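 also: wild-type TIM10 isogenic control strain grown at permissive 25 °C; 0% = DMSO yeast wells and 100% = minimal medium wells without yeast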
XBP1 UPR activ = activators of adaptive XBP1 UPR arm, primary screen, cell-based, CHO-XBP1 luciferase reporter, luminescence, uHTS | hit rate 0.33% among 330,000 | IRE1-XBP1 UPR activation; percent of tunicamycin response, DMSO as zero | activation, % at 20 µM;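 active = versus positive control, 20 µM dose yields 30% or more activation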;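 also: 100% = tunicamycin at 10 µg/mL and 0% = DMSO only wells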
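Signal: luciferase luminescence; Assay system: CHO-XBP1 luciferase reporter cells; Amount: one thousand reporter cells per well; Dosing: 20 µM single concentration, DMSO 1%; Benchmarks: high control tunicamycin 10 µg/mL final, low control DMSO vehicle only; Schedule: 6 h compound exposure at 37 °C, 5% CO2; Evaluation: percent activation relative to tunicamycin reference.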
tim10-1 inh = growth inhibitors of tim10-1 mutant yeast, primary screen, luminescence, uHTS | hit rate 2.2% among 330,000 | S. cerevisiae tim10-1 ts strain growth, BacTiter-Glo, 24 h | inhibition, % at 20 µM;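 active = inhibition of at least 40%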;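 also: mutant grown at 25 °C; 0% = DMSO wells with yeast and 100% = wells holding no yeast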
tim23-1 inh = growth inhibitors of tim23-1 mutant yeast, primary screen, luminescence, uHTS. S. cerevisiae tim23-1 growth, BacTiter-Glo luminescence, 24 h. inhibition, % at 20 µM. hit rate 1.3% among 330,000;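 active = growth inhibition of the mutant yeast at or above 50%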;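 also: temperature-sensitive mutant grown at 25 °C; plate controls were DMSO-treated mutant yeast for no effect and medium wells lacking yeast for full effect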
UPR CHOP act = activators of apoptotic CHOP UPR arm, primary screen, cell-based, CHO-CHOP luciferase reporter, luminescence, uHTS | activation, % at 10 µM | hit rate 0.34% among 330,000 | UPR activation; percent of tunicamycin response over DMSO baseline;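 active = at 10 µM dose, activation of 40% or more, normalized to positive control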;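 also: 100% = tunicamycin at 10 µg/mL and 0% = DMSO alone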
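System: CHO-CHOP luciferase reporter cell line; amount: 500 cells/well; buffer or medium: F12 medium containing 10% fetal bovine serum; incubation: 6 h compound exposure at 37 °C after overnight seeding; measured by: luciferase luminescence after 10 min with Steady-Glo reagent; evaluation: % reporter activation, DMSO baseline versus tunicamycin full activation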
APJ antagonist = antagonists of human apelin receptor APJ, primary screen, CHO-K1 cells, beta-arrestin complementation, luminescence. AID 2521, 2010. inhibition, % at 20 µM. P35414. hit rate 0.32% among 330,000;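 active = inhibition above about 40% at 20 µM, limit read from the data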;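 also: cells challenged with 10 nM apelin-13 agonist together with compound; plate controls were apelin-13 plus DMSO wells for no effect and DMSO wells lacking apelin-13 for full effect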
APJ agonist = agonists of human apelin receptor APJ, primary screen, CHO-K1 cells, PathHunter beta-arrestin, luminescence; P35414; 0% DMSO wells, 100% apelin; activation, % at 20 µM; hit rate 0.11% among 330,000; AID 2520, 2010;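 active = activation more than six SD over the plate average, tested at 20 µM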;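 also: 0% = DMSO alone and 100% = apelin-13 at 10 nM; some results filed as inactive read as strong as hits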
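Assay system – PathHunter CHO-K1 APJ (AGTRL-1) beta-arrestin reporter cells · Compound – one dose, 20 µM compound, 1% DMSO · Timing – compound 90 min 25 °C, reagent 1 h · Measured by – luminescence from split beta-galactosidase complementation, Galacton Star/Emerald II substrate · Measure – beta-arrestin recruitment to APJ as agonist activity, luminescent signal · Benchmarks – DMSO vs Apelin-13 10 nM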
An asterisk follows results filed as active; . = no result given.

Results follow in this order: CXCR6 block | APJ antagonist | APJ agonist | tim10-1 inh | Mdm2 MdmX PPI | XBP1 UPR activ | tim23-1 inh | UPR CHOP act | TIM10 inh
O=C(NCc1ccncc1)C1CCN(S(=O)(=O)c2cc(Cl)ccc2Cl)CC1
  -1 | 3 | -4 | -11 | -1 | -4 | 2 | -0.4 | -12
O=C(Nc1cccc(C(=O)N2CCN(c3cccc(Cl)c3)CC2)c1)c1ccccc1
  -9 | 3 | -1 | 48* | 15 | 0 | 31 | -3.1 | 36
Cc1ccccc1-n1nc2c(c1NC(=O)c1ccco1)CS(=O)(=O)C2
  -3 | 12 | -3 | -8 | 12 | -9 | 2 | 0.4 | -1
Cc1cc(C)n2c(SCc3nnc(-c4cccs4)o3)nnc2n1
  -3 | -10 | -3 | 5 | 4 | -5 | 5 | -0.9 | 3
CC1CCCN(S(=O)(=O)CCNC(=O)c2ccc3c(c2)OCO3)C1 (stereo unspecified)
  0 | 24 | -5 | 8 | 24 | -1 | 21 | 3.1 | -1
CC1CCCC(C)N1C(=O)COC(=O)c1ccc(S(=O)(=O)N(C)c2ccccc2)cc1 (stereo unspecified)
  3 | 13 | -1 | 1 | 18 | 1 | 22 | -1.0 | 15
O=C(Cc1ccc(Nc2nc(=S)[nH]c3ccccc23)cc1)NC1CCCCC1
  . | 16 | -2 | 15 | 20 | 0 | 3 | 2.2 | 11
Cc1nn(C(=O)c2cccc([N+](=O)[O-])c2)c(C)c1Cl
  -12 | 34 | -1 | 9 | 26 | 1 | 26 | -1.4 | 16
COCCn1nc2cc(C(=O)NCC34CC5CC(CC(C5)C3)C4)ccc2c1OC
  -3 | -53 | -4 | 8 | 17 | 2 | 15 | -1.9 | 0
CCc1ccc(NC(=O)/C(C#N)=C/c2cn(CC(=O)O)c3ccccc23)cc1
  11 | 22 | -2 | 13 | 0 | -1 | 14 | -0.7 | -3
COc1ccccc1N(C)S(=O)(=O)c1ccc(C(=O)NC2CCCCC2)cc1
  4 | 15 | -2 | 15 | 27 | -1 | 27 | 1.6 | 1
COc1ccc(NS(=O)(=O)c2ccc3c(c2)OCCO3)cc1OC
  -8 | -7 | 2 | -2 | 21 | -1 | 6 | 7.3 | -11
Cc1cccc(OCCC(=O)Nc2ccc(N3CCOCC3)cc2N2CCOCC2)c1
  -2 | 15 | -3 | 13 | -30 | 0 | 11 | 0.0 | 15
Cc1cc(C)c(S(=O)(=O)N2CCCC2=O)cc1N(C)S(C)(=O)=O
  0 | 9 | 1 | -3 | 4 | -4 | -10 | 0.5 | 4
CCOCCCNC(=O)C(NC(=O)Cc1c[nH]c2ccccc12)c1ccccc1 (stereo unspecified)
  3 | -23 | 0 | 23 | 6 | -1 | 9 | -0.4 | -5
Cc1nn(-c2ccccc2)nc1C(=O)c1c(C)[nH]n(-c2ccccc2)c1=O
  -5 | -7 | -1 | -3 | -24 | -2 | 8 | 0.5 | -4
CC(=O)Nc1ccc2sccc2c1
  3 | 1 | -3 | -5 | 7 | 2 | 19 | 0.9 | -9
Cc1onc(-c2c(Cl)cccc2Cl)c1C(=O)c1ccccc1
  3 | 13 | 0 | -32 | 7 | -6 | 13 | -1.6 | -18
CN(C(=O)c1ccc(NC(=O)Cc2cccc(NC(=O)C3CCN(C(=O)C4CCCCC4)CC3)c2)cc1)C1CCCC1
  -3 | -8 | -3 | -1 | 17 | -3 | 4 | -0.2 | 2
COc1cc(OC)cc(C(=O)OCC(=O)N(C)c2ccccc2)c1
  4 | -4 | 1 | 17 | 13 | -5 | 35 | -1.0 | 3
COc1ccc(S(=O)(=O)Cc2ccc(C(=O)N3CCN(C4CCCCC4)CC3)o2)cc1
  4 | -6 | 3 | -1 | 21 | -2 | -2 | -1.1 | -4
Cn1c(-[n+]2c(-c3ccccc3)cc(-c3ccccc3)cc2-c2ccccc2)nc2cc([N+](=O)[O-])ccc21
  0 | -4 | -3 | 19 | 29 | -1 | 22 | 1.4 | 37
CCOC(=O)C1CCN(C(=O)c2oc3ccc4c(c3c2C)C(O)CC2(CCCCC2)O4)CC1 (stereo unspecified)
  -9 | 7 | -5 | 54* | 20 | -1 | 46 | 0.6 | 28
CCOC(=O)C(C(=O)OCC)C1CS(=O)(=O)CC1C(C(=O)OCC)C(=O)OCC (stereo unspecified)
  4 | 0 | -2 | 13 | -12 | -2 | 10 | -0.2 | -5
Cc1[nH]c2ccc3ncccc3c2c1C
  -8 | 0 | 0 | 12 | 18 | 1 | 9 | 0.7 | 11
CCOC(=O)c1c(S(=O)(=O)NCC(=O)NCc2ccc(C)cc2)c(C)n(C)c1C
  -3 | 40 | -2 | 19 | -22 | 3 | 15 | -0.3 | 5
COc1ccccc1N(CC(=O)Nc1cccnc1)S(=O)(=O)c1ccccc1
  -4 | -6 | -4 | 7 | 5 | 1 | 20 | -2.2 | 6
CC(Oc1cccc(Cl)c1)C(=O)Nc1ccccc1N1CCCCC1 (stereo unspecified)
  -8 | 14 | -7 | -22 | 2 | -3 | -4 | -1.6 | -5
COCc1cc(/C=N\NC(=O)Cc2ccc(OC)cc2)ccc1OC
  -11 | -14 | -2 | 3 | -6 | -1 | 7 | 0.8 | 3
CC1=NN(C(=O)Cc2ccccc2)C(O)(c2cccnc2)C1 (stereo unspecified)
  5 | 16 | -2 | 1 | -25 | 0 | 11 | -0.3 | -1
Clc1ccc(CSc2cc3c(nn2)-c2ccccc2CC3)cc1Cl
  12 | 16 | -1 | -6 | 13 | -1 | 12 | 3.3 | 6
COC(=O)[C@@H](N)Cc1ccc(O)cc1
  . | 9 | -3 | -6 | 9 | -5 | 0 | 1.6 | 0
Cc1ccccc1NC(=O)c1ccc(Cn2cc([N+](=O)[O-])cn2)o1
  3 | 4 | -1 | 9 | -20 | 3 | 17 | 1.3 | 5
CCc1ccn2cc(-c3cc(-c4ccccc4)no3)nc2c1
  8 | -6 | 4 | 33 | 66* | -9 | 61* | -8.8 | 62*
Cc1cc(C)nc(SCC(=O)c2ccc3c(c2)OCCO3)n1
  4 | 13 | 3 | 10 | 12 | -2 | 6 | 1.5 | 11
O=C1/C(=C/c2ccccc2)Oc2cc(OC(=O)N3CCOCC3)ccc21
  -1 | 7 | 0 | 38 | -18 | 2 | 20 | 5.2 | 6
COc1ccc(S(=O)(=O)N2CCc3ccccc32)cc1C(=O)Nc1ccc(C(N)=O)cc1
  9 | 6 | -4 | 8 | 98* | 2 | 15 | 2.4 | 4
COc1ccc(-c2cn3c(C)c(C(=O)N4CCc5ccccc5C4)sc3n2)cc1
  -2 | 3 | -5 | 43* | 23 | 1 | 43 | -0.5 | 25
O=C(Nc1nnc(C2CC2)s1)c1cc(S(=O)(=O)N2CCN(c3ccccc3)CC2)ccc1Cl
  -11 | 2 | -2 | 33 | 18 | -1 | 7 | 2.3 | 7
O=C(O)Cc1cccc2ccccc12
  -3 | -4 | -1 | -12 | 11 | -1 | -4 | 1.1 | -2
CC1CN(S(=O)(=O)c2cccc(C(=O)OCC(=O)N3CCCCCC3)c2)CC(C)O1 (stereo unspecified)
  -1 | 5 | 2 | 10 | -11 | -2 | 15 | 1.7 | 1
C#CCOCCOCCOCCNc1nc(N2CCN(C(=O)[C@H](CCC(=O)O)n3cc(C(N)Cc4ccc(O)cc4)nn3)CC2)nc(N2CCN(C(=O)[C@H](CCCCN)n3cc(C(N)[C@H](C)CC)nn3)CC2)n1 (stereo partly specified)
  . | 20 | -4 | -17 | 13 | 0 | -8 | 1.1 | -11
CN(C)S(=O)(=O)c1cccc(C(=O)N2CCc3ccccc32)c1
  -2 | -21 | -5 | -20 | 22 | 2 | -10 | -0.5 | -23
CC1(C)Cc2c(sc(NC(=O)COc3ccccc3)c2C#N)C(C)(C)N1
  -1 | -4 | -7 | 8 | 16 | 2 | 5 | -0.4 | -16
COc1ccc(NC(=O)CSc2nc3ccccc3nc2N2CCCC2)cc1
  -4 | 12 | -4 | 8 | 22 | -3 | 20 | 1.7 | -13
O=C(c1cc(=O)[nH]c2ccccc12)N1CCN(c2cccc(C(F)(F)F)c2)CC1
  1 | 11 | 1 | 9 | -8 | -2 | 12 | -2.0 | 0
CCn1c(SCC(=O)Nc2nnc(C)s2)nnc1-c1ccncc1
  -1 | -16 | -4 | 12 | 0 | -2 | -3 | 0.6 | 4
COc1ccccc1N1CCN(C(=O)CCc2ccccc2)CC1
  -16 | 16 | -2 | 3 | 14 | -2 | 8 | 2.3 | 4
Clc1ccc(C2=Nn3c(nnc3-c3cccs3)SC2)cc1
  4 | -2 | -3 | 11 | 14 | 1 | -13 | 0.7 | -17
COCCN(CCOC)C(=O)COC(=O)c1cc([N+](=O)[O-])ccc1Cl
  -1 | -9 | 2 | 17 | -19 | 1 | 0 | 1.8 | 5
O=S(=O)(NC1CCCC1)c1cccc(S(=O)(=O)N2CCC(n3nnc4ccccc43)CC2)c1
  -4 | 14 | 10 | 12 | 22 | -2 | 14 | -0.2 | -1
O=C1OCc2cccc([N+](=O)[O-])c21
  -6 | -17 | 0 | 17 | 4 | 2 | 11 | 3.0 | -18
O=C(COc1cc(=O)n2c(n1)SCCC2)c1ccccc1
  3 | -1 | -3 | 19 | 19 | -2 | 10 | 1.4 | 15
COc1ccc(NC(=O)Cn2nnc(C(=O)NCCc3ccc(OC)c(OC)c3)c2N)c(OC)c1
  7 | 18 | -3 | 0 | -22 | 0 | -19 | -1.4 | -7
CN(C)C(CNc1ccc(S(C)(=O)=O)cc1[N+](=O)[O-])c1ccccc1 (stereo unspecified)
  2 | 22 | -4 | -12 | -6 | -2 | 1 | 3.6 | 12
Cc1ccc(C(=O)NCC(C)(C)O)cc1
  -9 | 0 | -2 | 17 | 5 | -3 | 3 | -1.3 | -23

Not all compounds are listed; count on the stated rates, not on these rows.
